Screening data as filed in PubChem.
Mac1 fbg inh – CD11b/CD18-fibrinogen binding inhibition. 93,000 compounds, 0.54% hits. inhibition, % at 10 µM. K562 CD11b/CD18 adhesion to fibrinogen, ATPlite luminescence; Mn2+ added to activate the integrin. P05107+P11215;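 active means primary inhibition of 50% or more at 10 µM, then 40% or more on retest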; further: some results filed as inactive read as strong as hits
Ecoli WT expand – growth inhibitors of E. coli BW25113 wild type; 98,000 compounds, 0.15% hits; growth inhibition, % at 100 µM; AID 710; OD600 absorbance;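 active means growth inhibition above about 50% at one test dose, limit read from the data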;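 further: growth measured after 20 h incubation at 37 °C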
PLAP act – human PLAP activation | P05187 | purified PLAP enzyme, luminescent substrate read-out; active compounds read high | activation fold at 20 µM | 96,000 compounds, 1.2% hits | AID 696; in the data active means activation fold above about 2
Target sequence (P05187 whole entry, looked up): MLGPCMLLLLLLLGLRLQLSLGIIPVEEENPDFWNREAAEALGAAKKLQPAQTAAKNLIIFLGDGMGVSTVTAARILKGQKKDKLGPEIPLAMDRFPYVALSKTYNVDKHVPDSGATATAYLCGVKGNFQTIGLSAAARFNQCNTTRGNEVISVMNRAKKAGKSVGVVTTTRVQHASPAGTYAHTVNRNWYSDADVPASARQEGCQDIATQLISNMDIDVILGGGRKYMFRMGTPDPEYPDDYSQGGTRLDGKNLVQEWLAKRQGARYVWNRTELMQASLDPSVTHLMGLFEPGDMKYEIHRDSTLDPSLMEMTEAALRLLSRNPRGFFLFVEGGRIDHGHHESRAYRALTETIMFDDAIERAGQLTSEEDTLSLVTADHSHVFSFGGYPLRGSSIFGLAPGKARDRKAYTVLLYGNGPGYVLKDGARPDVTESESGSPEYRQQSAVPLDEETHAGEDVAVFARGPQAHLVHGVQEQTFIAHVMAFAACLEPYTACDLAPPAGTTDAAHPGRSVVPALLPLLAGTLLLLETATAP
PostGolgi yeast – growth inhibition of a yeast mutant, post-Golgi transport screen; inhibition, % at 10 µM; post-Golgi transport phenotypic cell assay; AID 739; 98,000 compounds, 0.9% hits;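 further: yeast cells grown in 1536-well plates; yeast grown about 18 h at 30C before absorbance read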
sEH act – soluble epoxide hydrolase (human) activation. P34913. purified human sEH enzymatic activity, activator screen. activation, % at 2 µM. 91,000 compounds, 0.04% hits; in the data active means activation above about 37%; further: values of inactives mirror those of a sister screen read the other way
Target sequence (P34913 whole entry, looked up): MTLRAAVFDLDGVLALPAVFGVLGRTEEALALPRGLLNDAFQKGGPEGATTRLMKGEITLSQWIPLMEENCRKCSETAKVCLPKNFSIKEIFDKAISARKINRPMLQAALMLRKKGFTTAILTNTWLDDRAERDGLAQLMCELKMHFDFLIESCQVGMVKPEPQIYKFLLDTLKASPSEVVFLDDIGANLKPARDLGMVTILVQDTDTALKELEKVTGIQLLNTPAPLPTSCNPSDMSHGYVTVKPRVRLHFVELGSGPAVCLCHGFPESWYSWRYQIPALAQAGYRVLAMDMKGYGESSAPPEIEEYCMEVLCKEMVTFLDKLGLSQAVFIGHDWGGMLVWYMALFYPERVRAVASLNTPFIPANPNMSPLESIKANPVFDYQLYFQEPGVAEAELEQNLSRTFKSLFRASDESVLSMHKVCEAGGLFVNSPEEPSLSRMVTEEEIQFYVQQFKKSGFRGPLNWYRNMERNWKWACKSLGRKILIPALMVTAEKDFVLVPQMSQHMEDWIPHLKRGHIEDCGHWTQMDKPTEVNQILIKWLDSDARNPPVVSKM
PostGolgi ctrl – yeast control strain growth, post-Golgi counter-screen | inhibition, % at 10 µM | 98,000 compounds, 5% hits | AID 738 | efflux-deficient yeast background strain, growth absorbance A615, 16 h
sEH inhibitor – soluble epoxide hydrolase (human) inhibition. inhibition, % at 2 µM. recombinant human sEH enzymatic activity assay. P34913. 91,000 compounds, 0.34% hits; in the data active means inhibition above about 80%; further: values of inactives mirror those of a sister screen read the other way; many of its hits are not listed in these tables
S1P2 blocker – S1P2 (human) receptor antagonism; O95136; cell-based S1P2 antagonist assay, inhibition at 5 uM; inhibition, % at 5 µM; 97,000 compounds, 0.21% hits; AID 736; in the data active means inhibition above about 45%;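 further: CRE beta-lactamase reporter cells expressing human S1P2 stimulated with S1P; 0% = agonist at EC80 alone and 100% = agonist plus reference antagonist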
S1P2 agonist – activates the human S1P2 receptor; S1P2-expressing cell line, agonist reporter read-out; activation, % at 4.5 µM; 97,000 compounds, 0.46% hits; in the data active means activation above about 16%;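 further: 0% = vehicle low control and 100% = maximal reference agonist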
* hit, by the source's call; x = no result given. Unless noted, no stated cut-off is given here; in the data, active means inhibition above about 30%; inactive means the rest.

SMILES | Mac1 fbg inh | Ecoli WT expand | PLAP act | PostGolgi yeast | sEH act | PostGolgi ctrl | sEH inhibitor | S1P2 blocker | S1P2 agonist
CS(=O)(=O)N(CC(=O)Nc1c(F)cccc1F)c1cccc([N+](=O)[O-])c1 | 8 | -3 | 1 | 2 | 2 | -4 | -4 | -1 | -5
Fc1ccc(Cn2cnc3ccccc32)cc1 | 10 | 18 | 0.8 | 9 | 1 | 5 | -2 | 3 | -1
Cc1cc(C)n(-c2nc(N(C)C)nc(N3CCOCC3)n2)n1 | -21 | -8 | 0.8 | -5 | -6 | 2 | 4 | 1 | -1
CCOCCn1c(CN(Cc2ccccc2)Cc2ccccc2)nc2c1c(=O)n(C)c(=O)n2C | -2 | -17 | 1.6 | 2 | x | 24 | x | -7 | -2
COc1ccc(/C=C(/C(=O)c2ccc(Cl)cc2Cl)n2cncn2)cc1 | -3 | 5 | 1 | 85* | 9 | 33* | -8 | 1 | -9
Cc1ccc(NC(=S)NC2CC3CCC(C2)N3Cc2ccco2)c(C)c1 (stereo not drawn) | -19 | 1 | 1 | -2 | 0 | 15 | 0 | -4 | -4
CC(=O)N1CCc2cc(Br)cc(S(=O)(=O)N3CCN(C(=O)c4ccco4)CC3)c21 | -3 | 1 | 1.2 | -3 | -4 | 3 | 4 | 3 | -1
CCOC(=O)c1cnc(SC)nc1N | -26 | 7 | 0.8 | 16 | 3 | 12 | -1 | 1 | -3
COc1cc(Br)c(CC(=O)O)cc1OC | -17 | -12 | 1 | 14 | x | 3 | x | x | x
CCC1(C)Cc2ccccc2-c2c1c(=O)n(-c1ccc(C)cc1)c1nnnn21 (stereo not drawn) | -2 | -6 | 1.1 | -3 | 3 | 5 | -7 | -15 | -3
O=C(N1CCOCC1)N1CCN(Cc2ccccc2)CC1 | 0 | -6 | 1 | -2 | -2 | 3 | 2 | 7 | -8
CC(C)Oc1cccc(-c2cc(C(=O)N3CCN(S(C)(=O)=O)CC3)c3ccccc3n2)c1 | 6 | 1 | 1.5 | 1 | 4 | 2 | -1 | -2 | -4
Cc1ccc(-n2ncc3c(=O)n(-c4ccc(C)c(C)c4)c(-c4ccco4)nc32)cc1 | 5 | -10 | 1.6 | -10 | 12 | 10 | -13 | -31 | 0
Cn1c(=O)c2c(nc(SCC(=O)c3cccs3)n2Cc2ccc(F)cc2)n(C)c1=O | -14 | -7 | 0.8 | -9 | -6 | 4 | 5 | -15 | -2
CCOn1c(SC(C)C)nc2ccccc2c1=O | -3 | 6 | 1 | -4 | 3 | 15 | -4 | 28 | -6
CCOc1ccc2c3c(c(=O)oc2c1OCC)CCCC3 | -2 | 9 | 1 | -6 | 0 | 15 | -1 | -26 | -7
CCn1cc([N+](=O)[O-])c(C(=O)Nc2ccc3c(c2)OCCO3)n1 | 0 | 4 | 1 | -10 | -7 | 33* | 10 | 0 | -7
CN(Cc1ccccc1)Cc1nc2c(c(=O)n(C)c(=O)n2C)n1Cc1ccc(F)cc1 | -6 | 2 | 1.5 | -11 | 18 | 27 | -17 | 0 | 39*
Cc1oc(C(=O)Nc2ccc(C(=O)O)cc2)cc1COc1ccccc1 | -7 | -5 | 1.2 | 2 | 13 | 5 | -15 | -2 | -1
CCOc1ccccc1/C=N/Nc1ccccc1[N+](=O)[O-] | 2 | -13 | 0.9 | -1 | 4 | 5 | -6 | 17 | -2
O=C1COc2ccc(-c3csc(=Nc4ccc(OC(F)F)cc4)n3CC3CCCO3)cc2N1 (stereo not drawn) | x | -8 | 0.8 | 4 | 0 | 21 | 3 | 9 | -8
O=c1cc(CO)oc(CN2CCC(Cc3ccccc3)CC2)c1O | 0 | 10 | 1.5 | -2 | 12 | 6 | -13 | 2 | -5
CC(C)C(NC(=O)CSc1ccc(Cl)cc1)C(C)C | 1 | -1 | 1 | -6 | 2 | 0 | 1 | -9 | -4
COc1ccc(N2C(=O)CC(SCC(=O)O)C2=O)cc1 (stereo not drawn) | x | x | x | x | 21 | x | -20 | -6 | -3
Cc1ccc2[nH]cc(C(=O)CN3CCOCC3)c2c1 | -9 | 4 | 0.9 | -5 | 0 | -4 | 1 | 2 | -7
CON=C1CCN(c2ncc(C(F)(F)F)cc2Cl)CC1 | -9 | 10 | 1 | 9 | -26 | 7 | 24 | 1 | -6
CC(C)n1cc(/C=C2/SC(=O)N(CC(=O)Nc3ccc4c(c3)OCO4)C2=O)c2ccccc21 | -12 | -7 | 1 | 4 | -7 | 6 | 8 | 11 | -12
Cc1ccc(-n2nnnc2Sc2nc([N+](=O)[O-])nn2C)cc1C | -4 | 2 | 1 | 2 | 6 | 8 | -1 | -9 | -4
c1ccc(-n2ncc3c2ncn2nc(-c4ccco4)nc32)cc1 | 21 | -9 | 1 | 1 | -9 | 1 | 8 | 10 | -1
COc1cccc(C(=O)COC(=O)c2ccc(NC(=O)c3ccccc3)cc2)c1 | x | x | x | x | -8 | x | 7 | 7 | -2
COc1ccc(C(=O)Oc2c(C)occc2=O)cc1OC | -20 | 7 | 0.9 | 17 | x | 2 | x | 12 | -4
COc1ccc(CCN2C(=O)C3CC(C)=C(C)CC3C2=O)cc1OC (stereo not drawn) | -4 | -15 | 0.9 | 3 | 9 | 28 | -9 | -5 | -4
C/C(CC(=O)Nc1cc(C)ccn1)=N\NC(=O)COc1cccc(C)c1 | x | -2 | 1.1 | 2 | 12 | -1 | -9 | 18 | -6
COC(=O)C1C(=O)C2=C(CC1C)NC(C)=C(C(=O)OC1CCCCC1)C2c1ccc(N(C)C)cc1 (stereo not drawn) | x | -5 | x | 4 | -2 | 17 | 2 | -12 | -2
CCC1C(=O)N=C(SCC(=O)Nc2ccccc2)NC1=O (stereo not drawn) | x | x | x | x | 11 | x | -8 | -13 | -6
Cc1ccc2cc(C#N)c(SCC(=O)NCc3ccco3)nc2c1 | -11 | -8 | 1.1 | 0 | -2 | -7 | 1 | 1 | -18
O=C(CCC(NC(=O)OCc1ccccc1)C(=O)OCC(=O)N1CCCCC1)OCC(=O)N1CCCCC1 (stereo not drawn) | 6 | 2 | 1.7 | -3 | 9 | 1 | -6 | -20 | -1
Cc1ccc(CN2CCC(c3nc4ccc(Cl)cc4[nH]3)CC2)cc1 | x | 24 | 1.6 | 3 | 4 | 0 | -1 | 35 | -5
Cc1ccc(S(=O)(=O)Nc2ccccc2F)cc1C(=O)NCCCN1CCCC1=O | 5 | -5 | 1.1 | 5 | -8 | -1 | 10 | 3 | -3
CC(C)[C@H](NC(=O)NC1CCCC1)C(=O)O | -18 | 1 | 0.9 | 6 | 19 | 3 | -20 | 15 | -1

Ordered by molar mass (low to high): part of the list above
SMILES | Mac1 fbg inh | Ecoli WT expand | PLAP act | PostGolgi yeast | sEH act | PostGolgi ctrl | sEH inhibitor | S1P2 blocker | S1P2 agonist
COc1ccc(N2C(=O)CC(SCC(=O)O)C2=O)cc1 (stereo not drawn) | x | x | x | x | 21 | x | -20 | -6 | -3
c1ccc(-n2ncc3c2ncn2nc(-c4ccco4)nc32)cc1 | 21 | -9 | 1 | 1 | -9 | 1 | 8 | 10 | -1
Cc1ccc(CN2CCC(c3nc4ccc(Cl)cc4[nH]3)CC2)cc1 | x | 24 | 1.6 | 3 | 4 | 0 | -1 | 35 | -5

Further results follow:
SMILES | Mac1 fbg inh | Ecoli WT expand | PLAP act | PostGolgi yeast | sEH act | PostGolgi ctrl | sEH inhibitor | S1P2 blocker | S1P2 agonist
COc1ccc(-c2noc(CN(C)S(=O)(=O)c3ccccc3)n2)cc1OC | x | x | x | x | -5 | x | 0 | 19 | -2
COc1ccc2cc(C(=O)OC(C)C)sc(=O)c2c1OC | x | -3 | x | -7 | 6 | 2 | -3 | -39 | -3
COc1cc2c(C#N)c(N3CCCCC3)nc(N)c2c(N)n1 | -3 | -6 | 1.1 | -9 | -7 | 18 | 8 | -38 | -2
O=C(c1ccc(F)cc1F)N(Cc1ccccn1)Cc1ccco1 | 27 | -2 | 1.2 | 11 | -3 | 1 | 2 | 21 | -7
COC(=O)c1ccccc1N1C(=O)C2C(C1=O)[C@H]1C=C[C@@H]2C1 (stereo partly drawn) | -2 | 8 | 1 | -1 | 13 | -8 | -14 | 9 | -4
O=S(=O)(c1cccc(-c2nnc(SC(F)F)n2-c2ccccc2)c1)N1CCCCC1 | 0 | 5 | 1.5 | -5 | x | 7 | x | x | x
CC(C)C(c1nnnn1C1CCCC1)N1CCOCC1 (stereo not drawn) | x | x | x | x | -8 | x | 8 | 4 | -4
COc1cccc(-c2nnc(-c3ccc(C)o3)o2)c1 | x | x | x | x | 13 | x | -10 | -21 | -1
c1ccc(-n2nnnc2Oc2ccc(-n3ccnc3)cc2)cc1 | -4 | 13 | 1.3 | 13 | 1 | 7 | 2 | 15 | -10
Cc1cc(C)cc(NC(=O)c2ccc(CNc3c(N4CCOCC4)c(=O)c3=O)cc2)c1 | 4 | 4 | 1.4 | 2 | x | 14 | x | 0 | -3
Cc1ccccc1C1CC(c2ccc(F)cc2)Nc2nc(N)nn21 (stereo not drawn) | -9 | 6 | 1.1 | 2 | 6 | 11 | -7 | 3 | -6
COc1cccc(C(=O)Nc2cccc(SC)c2)c1 | 10 | -1 | 0.7 | 13 | -8 | 30* | 8 | 17 | -6
CC(=O)Nc1cccc(-c2nc3ccc(NC(C)=O)cc3[nH]2)c1 | 6 | 0 | 1 | -5 | -3 | 7 | 1 | 14 | -5
CCc1c(C)n([O-])c2c([n+]1=O)CCCCC2 | 4 | -1 | 0.9 | 4 | 0 | -5 | -2 | 6 | -10
CCSc1nc2c(c(=O)[nH]c(=O)n2C)n1C | -8 | 3 | 1.1 | 0 | -13 | 27 | 12 | -22 | -11
CCOC(=O)c1c(C)n(C)c2ccc(O)c(CN3CCCCC3)c12 | -2 | 9 | 1 | -1 | -2 | 4 | 5 | -7 | -2
CS(=O)(=O)N(CC(O)CON=C1c2ccccc2-c2ccccc21)c1ccc(F)cc1 (stereo not drawn) | -2 | -8 | 1 | 0 | -2 | 1 | 3 | -18 | -4
Clc1ccc(Nc2ccc(-n3ccnc3)nn2)cc1Cl | -3 | -2 | 0.8 | 9 | -2 | 34* | 4 | -29 | -7
Cc1ccc(S(=O)(=O)NC(=O)c2cc(C)n(CCCN3CCOCC3)c2C)cc1 | 10 | 6 | 1.1 | 12 | -7 | 13 | 6 | -26 | 2
Cc1ccc2c(c1)[nH]c1c(N3CCN(Cc4ccccc4)CC3)ncnc12 | 43 | -7 | 1 | 0 | 4 | 14 | -5 | 70* | -10

Sorted by value in sEH act (falling): some entries from above.
molecule | sEH act
COc1ccc2cc(C(=O)OC(C)C)sc(=O)c2c1OC | 6
CCOc1ccccc1/C=N/Nc1ccccc1[N+](=O)[O-] | 4
CCC1(C)Cc2ccccc2-c2c1c(=O)n(-c1ccc(C)cc1)c1nnnn21 (stereo not drawn) | 3

The listing continues:
SMILES | Mac1 fbg inh | Ecoli WT expand | PLAP act | PostGolgi yeast | sEH act | PostGolgi ctrl | sEH inhibitor | S1P2 blocker | S1P2 agonist
COc1cccc(-c2nnc(Nc3nc4c(F)cccc4s3)o2)c1 | x | -20 | x | 5 | 2 | 17 | -1 | -13 | -5
CC(C)CC(=O)Nc1ccccc1N1CCOCC1 | 8 | 0 | 1.3 | -11 | -15 | 2 | 17 | -13 | -6
O=c1c(-c2ccc(Cl)cc2)[n+]([O-])c2ccccc2n1O | -6 | 6 | 1 | -4 | 26 | 0 | -26 | -3 | -1
CCOC(=O)c1sc(NC(=O)C(C)(C)C)cc1C | 4 | 1 | 0.9 | -9 | -10 | 16 | 9 | 0 | -9
CCOC(=O)c1cnc(SC)nc1Sc1ccccc1Cl | 9 | -1 | 0.9 | -3 | 1 | 22 | -4 | -8 | -4
CCCCNC(=S)NNC(=O)c1ccco1 | x | x | x | x | -7 | x | 9 | -9 | -2
Cc1cc(C)n(CC(=O)n2c3c(c4ccccc42)CCCC3)n1 | 9 | -5 | 1 | -6 | x | 4 | x | x | x
C/C(=N\NC(=O)CN1CCOCC1)C(C)(C)C | -27 | -3 | 1 | -3 | 9 | 8 | -9 | -2 | -6
CCn1cc(C(=O)NCCC2=CCCCC2)c(=O)c2cc(S(=O)(=O)N(C)C)ccc21 | x | 1 | x | 0 | 4 | -9 | -4 | 12 | -1
C=CCc1cccc2cc(C(=O)N(C)C)c(=O)oc12 | -2 | -5 | 1.4 | -5 | 8 | -9 | -10 | 4 | -9
COc1cccc(NC(=O)Cc2ccccc2)c1 | -1 | 6 | 1 | 11 | -2 | -2 | 2 | -3 | -4
